CAL PDZ FP-1 = blocks peptide binding to the human CAL PDZ domain; 0.92% of 300,000 active; AID 602252; purified CAL PDZ, TMR-peptide fluorescence polarization, 1 h; inhibition, % at 24.9 µM; Q9HD26;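 active = mean inhibition of at least 30% with at least half of replicates also reaching 30%; inconclusive = no clear call, values can overlap the other calls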;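 also: 0% = DMSO neutral control and 100% = excess unlabeled competitor peptide PRC23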
CAL PDZ FP-2 = blocks peptide binding to human CAL PDZ domain. 0.02% of 330,000 active. inhibition, % at 20 µM. purified CAL PDZ, TMR-peptide fluorescence polarization, 1 h. AID 504414. Q9HD26;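 active = highest replicate inhibition of at least 40%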;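 also: plate controls were DMSO neutral control wells for no effect and unlabeled competitor peptide control wells for full effect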
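System: purified tagged CAL PDZ domain construct (CerCALP). Schedule: 1 h incubation at room temperature before polarization reading. Medium: 25 mM sodium phosphate pH 7.4, 150 mM NaCl, TCEP, IgG, Thesit. Read-out: percent inhibition from loss of millipolarization. Measured by: FP readout, S and P plane fluorescence. Probe or stimulus: fluorescent TMR peptide probe.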
Wnt act = Wnt/beta-catenin pathway activation; Wnt/beta-catenin reporter cell assay, activator, plate reader; activation, % at 9.35 µM; 1.2% of 300,000 active; in the data active = activation above about 30%, passing the limit was not always enough; inconclusive = no clear call, values can overlap the other calls;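 also: 0% = neutral control wells and 100% = positive control wells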
Rtt109 Vps75 = inhibitors of Candida albicans Rtt109/Vps75 histone acetyltransferase; 0.16% of 330,000 active; purified Rtt109/Vps75, ThioGlo CoA-SH fluorescence, 4 h; inhibition, % at 34.9 µM;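 active = inhibition of at least 50% in every replicate; inconclusive = best replicate reaches 50% inhibition but some replicates fall short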
Target sequence (Q5AAJ8 whole entry, looked up): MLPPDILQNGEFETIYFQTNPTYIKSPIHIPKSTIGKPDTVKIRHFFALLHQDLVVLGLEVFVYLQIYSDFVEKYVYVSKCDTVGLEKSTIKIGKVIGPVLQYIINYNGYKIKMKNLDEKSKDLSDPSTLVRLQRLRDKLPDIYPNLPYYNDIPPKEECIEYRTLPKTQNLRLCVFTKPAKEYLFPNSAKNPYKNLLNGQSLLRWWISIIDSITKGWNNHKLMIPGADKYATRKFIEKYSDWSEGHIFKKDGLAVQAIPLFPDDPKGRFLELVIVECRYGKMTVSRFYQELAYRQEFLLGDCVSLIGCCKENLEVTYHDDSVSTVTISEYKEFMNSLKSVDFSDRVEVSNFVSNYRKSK
V-ATPase pHluor = yeast V-ATPase proton transport regulation by pHLuorin | S. cerevisiae, pHLuorin cytosolic pH fluorescence | response, % at 10 µM | 0.37% of 350,000 active; in the data active = response mostly above about 7.3%, no sharp cut-off; inactive = mostly below about 5.4%; also: actives read high; inactives centre near 0; some compounds called inactive have numbers as strong as hits; reference of the scale not given here
dFosB act = mouse delta FosB homodimer activation; P13346; purified delta FosB, TAMRA-CDK5 oligo fluorescence polarization; percent of positive-control signal above neutral wells; activation, % at 25 µM; 0.99% of 340,000 active;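 active = mean activation above about 17%, with every replicate also reaching it, limit read from the data, passing the limit was not always enough; inconclusive = only one of the two conditions met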;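 also: fluorescence polarization rise as delta FosB binds a TAMRA Cdk5 AP-1 oligo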
Tat transport = blocks Tat-dependent protein export in E. coli | E. coli MC4100 TorA-mCherry Tat export, fluorescence | inhibition, % at 10 µM | 0.036% of 340,000 active | AID 488895;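 active = mean replicate inhibition at least 50% and at least half of replicates individually reaching 50%; inconclusive = only one of the two criteria met; inactive = neither criterion met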;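 also: exported cargo escapes ClpAP degradation while cytoplasmic cargo is degraded and loses fluorescence; 0% = median of neutral control wells and 100% = median of NaSCN control wells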
MITF TRPM1 HTS = MITF TRPM1 promoter activation in melanoma cells. activation, % at 12.5 µM. SK-MEL-5 TRPM1-promoter luciferase, 24 h; % of positive control, neutral wells = 0. 0.75% of 300,000 active;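 active = mean activation of at least 80% with every replicate also reaching 80%; inconclusive = mean reaches 80% but some replicate falls short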;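 also: 0% = neutral control wells and 100% = parthenolide positive control wells; values of inactives mirror those of a sister screen read the other way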
cardiac RTF act = cardiac RTF calcium sensitization; P19429+P45379; IANBD-labeled TnC RTF fluorescence at EC20 calcium; 0% EC20 calcium, 100% full calcium; activation, % at 7.2 µM; 0.24% of 340,000 active;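 active = activation above the mean over all tested compounds plus 3 SD, cut at about 30% in these data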;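 also: rise in fluorescence read as greater calcium sensitivity of cardiac thin filaments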
CDK5 inh = CDK5/p35 (human) kinase inhibition. Q00535+Q15078. 0.01% of 330,000 active. inhibition, % at 10 µM. Recombinant CDK5/p35, ADP-Glo luminescence, 60 min;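 active = highest replicate inhibition of at least 50% and at least 75% of replicates reaching 50%; inconclusive = only one of the two criteria met; inactive = both criteria failed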;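 also: plate controls were DMSO neutral control for no effect and GW8510 at 10 µM for full effect; many of its hits are not listed in these tables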
Target sequence (Q00535 whole entry, looked up): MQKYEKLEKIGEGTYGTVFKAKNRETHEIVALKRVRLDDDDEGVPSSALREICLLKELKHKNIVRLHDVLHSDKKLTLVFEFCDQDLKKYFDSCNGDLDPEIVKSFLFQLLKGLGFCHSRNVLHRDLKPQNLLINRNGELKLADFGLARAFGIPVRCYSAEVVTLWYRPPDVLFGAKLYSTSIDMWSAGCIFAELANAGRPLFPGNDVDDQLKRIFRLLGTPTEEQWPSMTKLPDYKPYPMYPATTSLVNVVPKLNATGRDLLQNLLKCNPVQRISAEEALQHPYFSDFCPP
Target sequence (Q15078 whole entry, looked up): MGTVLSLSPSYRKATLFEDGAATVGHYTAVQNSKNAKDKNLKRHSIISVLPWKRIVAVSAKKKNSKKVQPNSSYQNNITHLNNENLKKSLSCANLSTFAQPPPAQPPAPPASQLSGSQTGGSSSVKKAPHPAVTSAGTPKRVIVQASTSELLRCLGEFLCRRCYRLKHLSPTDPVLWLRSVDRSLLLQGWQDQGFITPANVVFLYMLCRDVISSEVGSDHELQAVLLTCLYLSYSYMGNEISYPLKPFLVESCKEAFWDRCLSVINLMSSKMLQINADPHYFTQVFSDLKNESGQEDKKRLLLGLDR
The depositor's hits bear a star; ? = inconclusive; . = no result given.

SMILES	CAL PDZ FP-1	CAL PDZ FP-2	Wnt act	Rtt109 Vps75	V-ATPase pHluor	dFosB act	Tat transport	MITF TRPM1 HTS	cardiac RTF act	CDK5 inh
CCn1c(CC(=O)Nc2ccccc2F)nnc1SCC(=O)N1CCOCC1	-1	-2.1	0	-9	-1	3	2	2	3	1.5
Cc1cc(C)cc(NC(=O)COC(=O)c2cccc(S(=O)(=O)N3CCCCC3)c2)c1	1	-0.3	33*	9	-2	2	8	-4	-1	-0.2
CCc1ccc(OCC(O)CNC(C)(C)C)cc1 (stereo unspecified)	-4	1.6	.	5	-2	-8	-2	2	-5	0.6
CC(=O)c1ccc(-c2c(C)cc3oc(=O)cc(-c4ccccc4)c3c2C)cc1	-5	-1.1	-2	4	3	-22	5	4	1	0.9
COc1ccc(CCC(=O)OCC(=O)c2ccc(C)cc2)cc1	3	-0.6	6	-4	-2	-5	5	-5	4	0.2
O=C(COC(=O)c1cccnc1Cl)NCCc1ccccc1	-9	-1.3	-1	-13	-2	-3	12	-10	-1	-0.3
COc1cccc(C2CC(c3c(-c4ccccc4)c4cc(Cl)ccc4[nH]c3=O)=NN2S(C)(=O)=O)c1OC (stereo unspecified)	-3	-1.5	.	6	-75	?	?	2	-1	-0.3
COc1ccc(S(=O)(=O)N2CCCC(C(=O)Nc3cccc(C(C)=O)c3)C2)cc1 (stereo unspecified)	-6	-1.1	.	25	1	-6	-15	-3	6	-0.5
CCC(C(=O)NC1CCCCCC1)n1nc(C)c2c(C)n(-c3ccccc3)nc2c1=O (stereo unspecified)	1	-2.0	-3	9	4	-4	0	-11	-3	-2.7
CC1(C)NC(=O)N(CC(O)COc2cc3ccccc3cc2C(=O)N2CCCCC2)C1=O (stereo unspecified)	-1	.	.	-5	3	-1	7	1	-5	-0.6
CN(Cc1cnn(C)c1)C(=O)C1CCC(=O)N(Cc2cccc(C(F)(F)F)c2)C1 (stereo unspecified)	-5	-2.5	-1	-8	-1	2	-8	10	-4	0.1
O=S(=O)(NCc1ccc(Cl)cc1)NCc1ccc(Cl)cc1	-4	0.0	-2	-3	-3	8	-5	-9	-2	-0.2
Cc1cccc(C)c1NC(=O)Cn1nc(-c2ccc(Cl)s2)ccc1=O	-1	-2.5	1	13	3	?	-3	-1	-3	.
COc1cccc(/C(C)=N/NC(=O)Cc2c(C)[nH][nH]c2=O)c1	-1	-2.3	-7	-2	1	-7	1	-4	-3	1.1
CCOC(=O)C1=C(C)NC(=O)CC1c1cc2c(cc1Br)OCO2 (stereo unspecified)	-2	-0.5	-3	2	2	-2	0	-1	-1	0.3

Two entries from above, reformatted:
Compound,CAL PDZ FP-1,CAL PDZ FP-2,Wnt act,Rtt109 Vps75,V-ATPase pHluor,dFosB act,Tat transport,MITF TRPM1 HTS,cardiac RTF act,CDK5 inh
Cc1cc(C)cc(NC(=O)COC(=O)c2cccc(S(=O)(=O)N3CCCCC3)c2)c1,1,-0.3,33*,9,-2,2,8,-4,-1,-0.2
CCc1ccc(OCC(O)CNC(C)(C)C)cc1 (stereo unspecified),-4,1.6,.,5,-2,-8,-2,2,-5,0.6

(next part)
SMILES	CAL PDZ FP-1	CAL PDZ FP-2	Wnt act	Rtt109 Vps75	V-ATPase pHluor	dFosB act	Tat transport	MITF TRPM1 HTS	cardiac RTF act	CDK5 inh
CCCc1nc2oc3c(NCCN4CCOCC4)ncnc3c2c2c1CCCC2	-2	-2.3	-9	-10	6	-27	-4	1	-2	1.1
COC(=O)CSc1cc(C)nc(NC(C)=O)n1	-1	-0.6	5	8	1	0	-1	0	3	-0.7
COc1cccc(NC(=O)N2CCC(NC(=O)C(Cc3ccccc3F)NC(C)=O)CC2)c1 (stereo unspecified)	-3	-2.9	-2	-2	1	-3	3	-7	-1	-4.1
Nc1cnn(C2CCCO2)c(=O)n1 (stereo unspecified)	-2	-3.0	.	.	4	-7	1	-1	-8	0.1
CC(C)(C)OC(=O)[C@H](NC(=O)OCc1ccccc1)c1ccccc1	4	0.0	7	8	-1	-2	5	-6	-8	-3.2
COc1cc2c(C(=O)N3CCN(c4ccccc4)CC3)c(C)oc2cc1Br	-1	-0.6	.	-12	1	5	7	-5	3	-0.6
O=C1C[C@@H]2CCN3C(=O)CCC[C@@H]([C@H]23)[C@@H]1Cc1ccccc1	-1	0.1	-2	-1	-2	6	0	7	-1	0.1
CCOC(=O)c1ccc(-n2c(=S)sc3c(=O)[nH]c(C)nc32)cc1	0	-0.9	.	-9	6	0	-12	-24	5	-0.5
CCN(CC)S(=O)(=O)c1cc(NC(=O)CSCc2c(C)noc2C)ccc1C	0	0.7	1	2	3	-7	-5	-5	-1	-0.1
COc1ccc(OCC(=O)N/N=C/c2cccc3cccnc23)cc1	.	-1.9	-1	-1	-3	1	-7	-10	0	-4.2
COc1ccc2oc(=O)c(C(=O)NCCc3ccc(OC)c(OC)c3)cc2c1	-11	-0.4	0	-7	-1	5	3	-11	-4	0.3
O=C(CCl)Nc1ccc(S(=O)(=O)NC2=NCCCCC2)cc1	-3	0.4	0	-13	4	-4	1	-21	-5	-2.1
Cc1cc(N(C)C)c(C#N)c(N2CCOCC2)n1	-2	-0.8	0	-6	3	1	0	-5	-4	0.4
O=C(COc1ncnc2ccccc12)NC1CCCCC1	-6	-0.1	-1	34	11	5	6	2	-1	1.0
Cc1nn(C)c(C(=O)N/N=C/c2cccc(Oc3ccccc3)c2)c1Br	1	-3.8	-4	-5	-2	-13	-2	5	0	-2.6
CN(C(=O)c1ccc(NC(=O)Cc2cccc(NC(=O)C3CCN(C(=O)C4CC4)CC3)c2)cc1)C1CC1	-1	-2.2	-3	0	0	-14	0	6	-4	3.0
O=C(CCS(=O)(=O)c1ccc(Br)s1)N1CCc2ccccc21	.	-1.0	.	-9	-3	-2	3	-1	-4	-3.2
CCC/C(O)=C1\C(=O)CC(C)(C)CC1=NCc1ccccc1	-1	-0.6	-4	3	-6	0	-7	-5	9	-0.9
COc1ccc(N2C(=O)c3cccc4cccc(c34)C2=O)cc1	.	-0.6	-1	3	1	2	4	-2	1	0.9
COC(=O)C1C2C=CC(C3CC23)C1C(=O)OCC(=O)c1ccc(OC)cc1 (stereo unspecified)	-2	-0.5	.	-9	3	2	-2	.	-4	0.2
CN1CCCN(Cc2nc(-c3cccc(C(F)(F)F)c3)no2)CC1	-2	-1.7	-3	12	-1	-7	-1	-9	-2	1.2
C=CC[C@H](CC(=O)N(CCO)Cc1ccccc1)C(=O)N[C@@H](C)COC(=O)[C@H](CC=C)CC(=O)OC(C)(C)C	3	-0.2	0	-5	-6	-11	4	5	-4	1.0
Cc1cc2c(c(=O)n1C1CC1)C(c1cccc(Cl)c1)C(C#N)=C(N)O2 (stereo unspecified)	-6	-0.7	.	2	-2	-5	-4	.	-2	-0.6
COC(=O)c1sccc1NC(=O)c1cccnc1	-4	-4.4	1	28	1	-15	1	.	3	-0.9
O=C(CNS(=O)(=O)c1cccs1)N1CCN(c2ccccn2)CC1	-2	-0.1	.	6	4	-1	-11	-6	-4	-0.2
Cc1ccc(Cn2nnc3c(=O)[nH]c(C4CCN(S(=O)(=O)/C=C/c5ccccc5)CC4)nc32)cc1	0	-2.4	-3	2	-1	-26	3	-2	3	2.4
COc1cccc(OC)c1OCC(C)CNCC1CCCO1 (stereo unspecified)	1	-1.3	-2	-5	-2	-4	5	-8	-2	-2.0
COC(=O)c1[nH]c2ccc(F)cc2c1NC(=O)Nc1ccc(OC)cc1	-5	0.4	-1	5	-3	5	-8	.	3	0.4
CN(C)CCSc1nc(N)c2c3c(sc2n1)CN(C)CC3	-2	-0.5	.	-7	-1	25*	2	17	-1	1.0
CN1CCN(S(=O)(=O)c2ccc(N3CCc4ccccc4C3)nc2)CC1	-3	-0.5	-1	-8	1	6	1	6	-6	-1.0
CNC(=O)CSc1nnc(-c2cnccn2)n1C	.	0.0	-1	-3	3	-3	1	-4	4	-4.1
CO/N=C/c1ccc(N2CCOCC2)c([N+](=O)[O-])c1	-2	-1.2	0	-3	-2	3	-3	1	2	0.1
CC1CCC(NC(=O)COC(=O)c2ccc3ncsc3c2)CC1 (stereo unspecified)	-6	-0.2	-4	-1	12	2	-8	2	-12	0.3
CCOC(=O)c1c(C)[nH]c(C)c1C(=O)COC(=O)c1cccnc1SC	-5	-0.3	1	19	-1	-12	-2	-10	-6	0.6
COc1ccc(C(=O)N/C(=C\c2cn(C)c3ccccc23)C(=O)OCCN(C)C)cc1	.	-0.6	-2	9	0	-2	-9	-4	-2	-0.3
COc1cccc(NC(=O)Cn2cc(C=O)c3ccccc32)c1	.	-3.1	-3	2	-3	-4	3	-15	13	1.0
COc1cccc(C2C(C#N)=C(N)Oc3cc(C)n(Cc4ccco4)c(=O)c32)c1 (stereo unspecified)	-1	-1.3	-1	4	0	7	1	-3	0	1.2
O=C1CCc2cc(S(=O)(=O)N3CCC(C(=O)NCc4ccccn4)CC3)ccc2N1	4	-0.1	1	-1	-2	2	3	6	11	-2.9
CC1CCc2sc(C(=O)N(C)CC(=O)Nc3ccc(N4CCOCC4)cc3)cc2C1 (stereo unspecified)	-1	-2.1	4	11	-1	0	3	3	-4	1.2
O=C(Cc1ccccc1)NCC1OCCc2ccccc21 (stereo unspecified)	.	-0.1	-1	-2	2	6	-1	5	3	0.8
C[n+]1cccc(CNC(=O)/C=N/O)c1	-3	-0.7	1	4	-1	2	0	7	2	0.6
CC(C)CNC(=O)NC1C(NC(=O)NCC(C)C)N(C)C(=O)N1C (stereo unspecified)	-8	-0.1	0	-2	-1	3	5	7	-7	0.6
N/C(CCS(=O)(=O)c1ccc(Cl)cc1)=N\OC(=O)c1ccccc1Cl	-2	0.7	4	3	-3	-4	-2	1	0	2.2
COc1ccc(-n2c(SCC(=O)O)nc3sc4c(c3c2=O)CCC4)cc1	6	-2.2	1	4	2	1	-2	-2	2	1.5
O=C(N/N=C/c1cccc(O)c1)NC1CCCCC1	-7	.	9	6	-1	0	-18	12	-6	3.5
Nc1nc(=S)c2ncn(C3OC(CO)C(O)C3O)c2[nH]1 (stereo unspecified)	-6	-1.4	0	-4	-1	-13	-12	-7	-3	3.4
CC(NC(=O)c1cccnc1)C(c1cccs1)N1CCN(c2ccccc2F)CC1 (stereo unspecified)	-3	-1.1	1	19	0	-10	1	2	8	-0.6
CCN1CCN(S(=O)(=O)c2c(C)[nH]c(C)c2C(=O)N2CCCCC2)CC1	-4	-2.1	-1	-10	0	-3	-3	15	-1	1.1
CCOC(=O)C1CCN(C(=O)c2ccc3c(c2)OCCO3)CC1	-3	-0.7	9	3	8	-5	1	27	2	-0.6
COc1ccccc1CNC(=O)c1ccccc1SCC(=O)NCc1ccco1	-3	-0.3	-2	6	-1	-3	1	-10	2	-3.3
Cc1ccccc1C(=O)c1cccn1CC(=O)NCCCc1ccccc1	-4	-4.2	0	-2	2	-4	6	4	-9	.
COc1cc(/C=C2\SC(=S)N(NC(=O)c3ccc(O)c(OC)c3)C2=O)ccc1O	-25	-3.8	3	7	0	?	1	24	8	1.5
